Compound activity deposited in PubChem BioAssay by National Center for Advancing Translational Sciences (NCATS).
GRP78 ERSR act: qHTS for Inducers of the Endoplasmic Reticulum Stress Response (ERSR) in Human Glioma: qHTS. U87-MG GRP78 promoter luciferase reporter, 16 h. Potency, µM, for the others: top-dose activation, actives largely listed as activators. 420,000 tested, 0.02% active; also: potency is read from the fitted curve at half-maximal effect; series mostly up to about 76 µM; % of control where 0% means no effect; nearly all actives have a fitted effect of over 35% in size
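ERSR induction read as luciferase luminescence (Bright-Glo, 10 min at room temperature) in stably transfected human U87-MG glioma cells exposed to compounds for 16 h, using GRP78 as sensor.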
LDHA block: qHTS assay for inhibitors of human lactate dehydrogenase; purified LDHA, NADH/diaphorase-resazurin fluorescence; hits give low values; activity change, % (values are at about 110 or 230 µM); 480,000 tested, 0.15% active; in the data active = activity change below about -30%; inconclusive = mostly about -25% to -30%;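 also: plate controls were DMSO wells for no effect and wells without enzyme for full effect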
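Remaining NADH was detected by diaphorase (0.133 mg/mL) converting 37 µM resazurin to fluorescent resorufin, read at 0 and 20 minutes. The preceding 5-minute room-temperature reaction used 2 nM LDHA, 0.2 mM sodium pyruvate and 0.06 mM NADH at pH 7.4.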
Vif-APOBEC3F blk: qHTS for Inhibitors of Vif-A3F Interactions: qHTS | AID 602313, 2012 | HeLa A3F-eYFP + Vif (tagged APOBEC3F with the HIV-1 protein that degrades it), YFP fluorescence increase | Potency, µM (highest dose often 46.1 µM), inactives show at the highest dose activity, negative = active | 390,000 tested, 0.2% active; also: potency is read from the fitted curve at half-maximal effect; % of control where 0% means no effect; nearly all actives have a fitted effect of over 65% in size
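Fluorescence increase (Ex 488/Em 500-530) after overnight compound treatment at 37 deg C flags inhibition of Vif-driven A3F-eYFP loss in stable HeLa A3F-eYFP/Vif cells seeded overnight beforehand.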
D1 agonist: Allosteric Agonists of the Human D1 Dopamine Receptor: qHTS | D(1A) dopamine receptor (Homo sapiens), P21728 | activation, % at 2 µM | HEK293 T-REx D1 cells, calcium flux, agonist mode | 360,000 tested, 1% active; in the data active = activation above about 30%; also: 0% is about no effect
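Tetracycline-induced HEK293 TREx D1 cells, force-coupled to calcium signalling, were dye-loaded with a no-wash calcium kit. Compound was pin-added after a 10 s baseline. Fluorescence was read kinetically at 1 cycle/s for 180 s, with calcium rises flagged as agonism.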
Vif-A3G inh: qHTS for Inhibitors of Vif-A3G Interactions: qHTS | DNA dC->dU-editing enzyme APOBEC-3G (Homo sapiens), Q9HC16 | HeLa A3G-eYFP + Vif (tagged APOBEC3G with the HIV-1 protein that degrades it), YFP fluorescence, overnight | Potency, µM (doses to about 46.1 µM), for inactives: top-dose activity, negative = active, most hits filed as inhibitors | 410,000 tested, 0.076% active;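 also: potency is read from the fitted curve at half-maximal effect; % is scaled to controls: 0 for no effect and ±100 for the full control effect; nearly all actives have a fitted effect of over 60% in size; hits raise eYFP signal because A3G escapes Vif-driven loss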
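Read-out is eYFP fluorescence (Ex 488/Em 500-530) from Vif-expressing HeLa A3G-eYFP cells; more signal means A3G escaped Vif-mediated degradation. Cells plated overnight, compound pinned in, incubated overnight at 37 deg C.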
RXFP1 agonist: qHTS Assay for Agonists of the Relaxin Receptor RXFP1. Relaxin receptor 1 (Homo sapiens), Q9HBX9. HEK293T-RXFP1 cAMP TR-FRET, 30 min; response scale: percent of porcine relaxin response, buffer zero. Potency, µM (series often up to 57.5 µM), for inactives: top-dose activation, hits mostly activators. 370,000 tested, 0.3% active. AID 2676, 2010; also: potency is read from the fitted curve at half-maximal effect; % is scaled to controls: 0 for no effect and ±100 for the full control effect; nearly all actives have a fitted effect of over 60% in size; many of its hits are not listed in these tables
Target sequence (Q9HBX9 whole entry, looked up): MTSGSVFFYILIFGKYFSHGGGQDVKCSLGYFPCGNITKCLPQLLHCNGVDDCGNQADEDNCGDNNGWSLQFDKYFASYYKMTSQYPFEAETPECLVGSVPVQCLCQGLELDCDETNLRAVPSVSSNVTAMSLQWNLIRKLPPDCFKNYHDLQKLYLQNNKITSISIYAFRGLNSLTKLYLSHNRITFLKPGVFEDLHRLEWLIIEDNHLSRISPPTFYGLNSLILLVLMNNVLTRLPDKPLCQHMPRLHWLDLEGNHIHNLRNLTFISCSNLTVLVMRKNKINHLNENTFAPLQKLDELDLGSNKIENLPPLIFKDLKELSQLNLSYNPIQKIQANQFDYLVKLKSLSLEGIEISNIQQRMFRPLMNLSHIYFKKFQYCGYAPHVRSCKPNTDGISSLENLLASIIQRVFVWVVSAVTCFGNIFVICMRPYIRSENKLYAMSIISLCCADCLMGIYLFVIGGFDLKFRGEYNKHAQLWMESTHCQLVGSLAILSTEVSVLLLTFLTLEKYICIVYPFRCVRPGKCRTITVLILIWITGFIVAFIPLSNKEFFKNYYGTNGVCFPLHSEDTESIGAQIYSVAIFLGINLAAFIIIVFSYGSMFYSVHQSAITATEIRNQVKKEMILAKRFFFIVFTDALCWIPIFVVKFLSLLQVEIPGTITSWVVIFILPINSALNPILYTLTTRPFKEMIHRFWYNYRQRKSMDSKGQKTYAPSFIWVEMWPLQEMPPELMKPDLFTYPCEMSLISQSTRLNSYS
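cAMP rise read by TR-FRET after 30 min, 37C compound exposure (up to 58 uM) in RXFP1-transfected HEK293 cells with Ro 20174 present. EC50 from Hill-equation fits, with 29 nM porcine relaxin as 100% and buffer as basal.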
D1 antagonist: Antagonist of Human D 1 Dopamine Receptor: qHTS. 360,000 tested, 3.2% active. activity change, negative = inhibition, % at 10 µM. AID 504652, 2011. HEK293 TREx D1 cells, calcium flux, dopamine EC80; hits give low values; in the data active = activity change below about -30%; also: % is scaled to controls: 0 for no effect and ±100 for the full control effect
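Antagonism measured as reduced calcium response to an EC80 dopamine addition following 180 s compound pre-read; cells were inducible HEK293 Trex D1 plated overnight at 30 C, read kinetically at 1 cycle/sec.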
D1 PAM: Potentiators of Human D1 Dopamine Receptor: qHTS; D(1A) dopamine receptor (Homo sapiens), P21728; potentiation, % at 10 µM; 360,000 tested, 0.036% active; HEK293 TREx D1 cells, calcium flux, dopamine EC20 potentiation; in the data active = potentiation above about 30%; also: 0% is about no effect
D2 PAM: HTS Assay for Positive Allosteric Modulators of the Human D2 Dopamine Receptor: Primary Screen for Potentiators | D(2) dopamine receptor (Homo sapiens), P14416 | HEK293 T-REx D2, calcium flux, EC20 dopamine potentiation | potentiation, % at 10 µM | 340,000 tested, 0.34% active | AID 485347, 2010;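 active = potentiation over 3 SD above the plate norm, cut at about 30% in these data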; also: 0% is about no effect
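Calcium flux readout, no-wash dye, 1 read/s. Inducible HEK293 Trex D2 line, overnight 30 C. Compound alone 180 s (agonist flags), then EC20 dopamine, another 180 s to score potentiation.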
Numbers without * were called inactive; ? = inconclusive; . = not tested or not shown. Unless noted, calls follow the shape of the dose curve; as a rule, active = well fitted curve in the direction sought with a large enough effect; inconclusive = small, poorly fitted or top-dose-only effect, or another doubt; inactive = no such curve, though single readings can be large; an effect the other way counts as inactive or inconclusive. An excerpt (hit frequency here may not be typical).

1. Cc1ccc(-n2ncc(C(=O)NC3CCN(Cc4ccccc4)CC3)c2C2CCN(C(=O)OC(C)(C)C)CC2)cc1C
2. C[C@H](N)C(=O)N1CCC(C(=O)N[C@@H](Cc2ccccc2)C(=O)Nc2ccc(F)cc2)CC1
3. O=[N+]([O-])c1cc(C(F)(F)F)cc([N+](=O)[O-])c1NCCN1CCNCC1
4. O=C(Nc1cc(C(F)(F)F)ccc1Cl)c1cc(S(=O)(=O)NCc2ccccc2)ccc1F
5. Cc1cc2c(cc1C)C(c1cccc(F)c1)CC(=O)N2 (centres undefined)
6. COc1ccc(S(=O)(=O)N2CCCCC2)cc1NC(=O)c1ccc(OC)c(OC)c1
entry no.,1,2,3,4,5,6
GRP78 ERSR act,-4%,1%,-4%,-4%,-4%,-1%
LDHA block,5,4,0,-4,-2,-2
Vif-APOBEC3F blk,-1%,0%,1%,4%,-4%,0%
D1 agonist,3,0,4,-2,4,3
Vif-A3G inh,-1%,2%,1%,1%,-26%,-2%
RXFP1 agonist,-1.8%,1.1%,-1.2%,-0.1%,2.6%,3.7%
D1 antagonist,3,-2,-18,-71*,-10,-11
D1 PAM,3,-2,-14,-3,-10,-2
D2 PAM,-7,-8,-4,2,10,11

7. CCOCCc1nn2c(=O)cc(COC(=O)Cc3ccccc3)nc2s1
8. CC(=O)c1cc(F)c(N2CCCCCC2)cc1C
9. CNc1ccc([N+](=O)[O-])cc1-c1nc2ccccc2[nH]c1=O
10. Cc1noc(C)c1COC(=O)c1cccc(S(=O)(=O)N2CCCCCC2)c1
11. CC(C)(C)NC(=O)CSc1nnnn1C(C)(C)C
12. CC(=O)c1cccc(NC(=O)COC(=O)Cc2ccc(Cl)cc2)c1
entry no.,7,8,9,10,11,12
GRP78 ERSR act,-1%,6%,-6%,-5%,0%,-4%
LDHA block,-3,-3,-9,5,-4,-7
Vif-APOBEC3F blk,0%,6%,17%,-3%,-2%,1%
D1 agonist,4,0,4,13,4,4
Vif-A3G inh,1%,2%,1%,2%,-3%,-4%
RXFP1 agonist,4.3%,0.3%,0.9%,1.2%,-0.5%,-0.2%
D1 antagonist,-3,8,-3,-12,-38*,7
D1 PAM,-7,-3,-2,-3,-10,-5
D2 PAM,5,-5,9,-5,4,3

Retrieved one by one from the list above, 3 records:
7. CCOCCc1nn2c(=O)cc(COC(=O)Cc3ccccc3)nc2s1
8. CC(=O)c1cc(F)c(N2CCCCCC2)cc1C
12. CC(=O)c1cccc(NC(=O)COC(=O)Cc2ccc(Cl)cc2)c1
entry no.,7,8,12
GRP78 ERSR act,-1%,6%,-4%
LDHA block,-3,-3,-7
Vif-APOBEC3F blk,0%,6%,1%
D1 agonist,4,0,4
Vif-A3G inh,1%,2%,-4%
RXFP1 agonist,4.3%,0.3%,-0.2%
D1 antagonist,-3,8,7
D1 PAM,-7,-3,-5
D2 PAM,5,-5,3

Next compounds.
13. Cc1ccc(OCCC(=O)OCC(=O)NC2CCCC(C)C2C)cc1 (centres undefined)
14. COC(=O)[C@H]1C[C@H](C(=O)O)[C@@H](C)C1(C)C
15. CCN(CC)C(=O)CSC(Nc1ccc(F)cc1)=C(C#N)C#N
16. C=CCn1c(SCC(=O)NCC2CCCO2)nnc1-c1ccncc1 (centres undefined)
17. O=C(CNc1ccccc1N1CCCC1=O)Nc1cc(C(F)(F)F)ccc1-n1cncn1
18. Cc1c(Cl)cccc1-n1cnc(=O)c2ccccc21
entry no.,13,14,15,16,17,18
GRP78 ERSR act,0%,-7%,1%,-2%,-6%,-2%
LDHA block,0,-6,0,-6,-5,0
Vif-APOBEC3F blk,0%,-3%,?,?,-12%,-4%
D1 agonist,.,0,6,3,3,.
Vif-A3G inh,-1%,0%,-23%,3%,-6%,4%
RXFP1 agonist,.,0.1%,2.4%,1.9%,-0.1%,.
D1 antagonist,.,9,-16,2,7,.
D1 PAM,.,-1,0,1,-5,.
D2 PAM,.,9,12,8,4,.

19. Cc1ccc(S(=O)(=O)N2CC(C(=O)O)Oc3ccccc32)cc1 (centres undefined)
20. Oc1ccccc1Nc1nc(-c2ccccc2O)nc2ccccc12
21. O=C1C2CCCN2C(c2ccc(F)c(F)c2)N1c1cccc(Cl)c1 (centres undefined)
22. Cc1nnc(SCC(=O)c2cc(C)n(C3CC3)c2C)s1
23. CCOc1ccccc1N1CCN(CC(=O)Nc2ncc(C)s2)CC1
24. O=C(CCN1C(=O)/C(=C\c2ccco2)SC1=S)Nc1ccc(C(=O)O)c(O)c1
entry no.,19,20,21,22,23,24
GRP78 ERSR act,-1%,-3%,-2%,-5%,-4%,-6%
LDHA block,-8,1,-5,0,-5,8
Vif-APOBEC3F blk,5%,-8%,3%,-2%,5%,-20%
D1 agonist,-1,8,-1,0,0,2
Vif-A3G inh,0%,-9%,-1%,-8%,6%,2%
RXFP1 agonist,0.3%,6.0%,0.2%,0.5%,1.5%,0.6%
D1 antagonist,7,-25,15,10,-3,9
D1 PAM,-3,-10,-2,2,0,1
D2 PAM,-7,3,4,.,-10,12

25. CCCOC(=O)c1ccc(NC(=O)c2ccoc2C)cc1
26. Cc1cccc(-n2ncc3c2CCCC3NC(=O)Cn2cccn2)c1C (centres undefined)
27. CCc1ccccc1NC(=O)Nc1cc(C(=O)NCc2cccc(F)c2)ccc1N1CCCC1
28. COc1ccc(/C=C/C(=O)NCC(=O)N/N=C/c2cccs2)cc1
29. Cc1nnc(N2CCN(Cc3ccccc3)CC2)[nH]c1=O
30. COc1ccc(-n2nnc3c(SCC(=O)Nc4ccccc4F)ncnc32)cc1
entry no.,25,26,27,28,29,30
GRP78 ERSR act,3%,-1%,1%,-2%,6%,-2%
LDHA block,-3,-3,-9,-3,-1,-8
Vif-APOBEC3F blk,0%,-8%,-12%,1%,-15%,-2%
D1 agonist,16,8,3,3,4,2
Vif-A3G inh,0%,0%,-9%,-8%,1%,5%
RXFP1 agonist,0.3%,1.4%,8.7%,1.9%,1.2%,1.9%
D1 antagonist,8,3,-14,-1,4,-15
D1 PAM,-1,3,-1,-3,-1,4
D2 PAM,12,0,-2,5,7,2

31. Cc1ccc(S(=O)(=O)N2CCC(C(=O)OCC(=O)N(C)C3CCCCC3)CC2)cc1C
32. CCOC(=O)c1ccccc1NC(=O)NCc1cccn1Cc1ccc(F)cc1
33. CCOC(=O)C1C(=O)NC(C(=O)OCC)(C(=O)OCC)C1CC (centres undefined)
34. O=C(CCCn1cnc([N+](=O)[O-])n1)Nc1cccc(O)c1
35. COc1cc(/C=C2/C(=N)N3C(=NC2=O)SN=C3S(C)(=O)=O)ccc1OS(=O)(=O)c1ccc(C)cc1
36. Cc1ccc(OCC(=O)NCc2cccnc2)cc1
entry no.,31,32,33,34,35,36
GRP78 ERSR act,-5%,-4%,-3%,1%,3%,1%
LDHA block,-2,-1,-5,-3,0,-4
Vif-APOBEC3F blk,8%,0%,?,-12%,?,-8%
D1 agonist,3,3,.,2,3,3
Vif-A3G inh,0%,-9%,-2%,3%,-24%,-1%
RXFP1 agonist,-0.5%,3.0%,.,-0.8%,1.6%,0.9%
D1 antagonist,-38*,6,.,11,-5,-3
D1 PAM,-10,-1,.,-1,-6,1
D2 PAM,4,1,.,6,20,-9

37. CCCCOc1ccc(C(=O)OC2CC(C)N(C)CC2C)cc1 (centres undefined)
38. CCOC(=O)c1cc2c(ccn2C)n1CC(=O)N(C)C
39. CCN(CC)CCCn1c2c(c(SCC(=O)Nc3cc(OC)cc(OC)c3)nc1=O)CCC2
40. Cc1oc(-c2ccc(C(=O)NCc3ccc(N(C)C)cc3)cc2)nc1COc1ccccc1
41. Cc1ccc2cc(CN(CC3CCCO3)C(=O)Nc3ccccc3F)c3nnnn3c2c1 (centres undefined)
entry no.,37,38,39,40,41
GRP78 ERSR act,1%,-6%,0%,-3%,5%
LDHA block,-3,3,2,-3,-4
Vif-APOBEC3F blk,-15%,4%,-2%,-1%,8%
D1 agonist,10,2,-1,0,2
Vif-A3G inh,0%,0%,-3%,-2%,-1%
RXFP1 agonist,0.9%,-3.6%,3.6%,2.7%,-1.7%
D1 antagonist,5,14,21,-9,5
D1 PAM,-6,-2,0,-2,0
D2 PAM,.,-3,-12,-3,5

Three entries already listed, arranged by count of non-hydrogen atoms, rising.
36. Cc1ccc(OCC(=O)NCc2cccnc2)cc1
33. CCOC(=O)C1C(=O)NC(C(=O)OCC)(C(=O)OCC)C1CC (centres undefined)
28. COc1ccc(/C=C/C(=O)NCC(=O)N/N=C/c2cccs2)cc1
entry no.,36,33,28
GRP78 ERSR act,1%,-3%,-2%
LDHA block,-4,-5,-3
Vif-APOBEC3F blk,-8%,?,1%
D1 agonist,3,.,3
Vif-A3G inh,-1%,-2%,-8%
RXFP1 agonist,0.9%,.,1.9%
D1 antagonist,-3,.,-1
D1 PAM,1,.,-3
D2 PAM,-9,.,5
